# Screening results deposited in PubChem by several laboratories.
# VIM-2 inhibitor: inhibitors of Pseudomonas aeruginosa VIM-2 metallo-beta-lactamase; purified VIM-2, nitrocefin hydrolysis, epi-absorbance fluorescence; inhibition, % at 5.6 µM; actives 0.89% (n = 290,000); AID 1527;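 active = inhibition above the mean of all tested compounds plus 3 SD, cutoff set per screening run, cut at about 7.5% in these data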;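 also: red hydrolysis product quenches plate fluorescence so inhibitors raise well fluorescence; 0% = enzyme with DMSO and 100% = DMSO without enzyme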
# p-CIP stab down: lowers stability of the mouse p/CIP coactivator protein. decrease of EGFP signal, % at 10 µM. F442A p/CIP-EGFP cells, EGFP fluorescence, 16 h. actives 0.01% (n = 290,000);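 active = EGFP signal decrease of at least 30% at 10 µM or well 3 SD below plate mean, unless failing retest; inactive = the rest, including hits failing retest or dose response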; also: some compounds called inactive have numbers as strong as hits; many of its hits are not listed in these tables
# IMP-1 inh: inhibitors of Pseudomonas aeruginosa IMP-1 metallo-beta-lactamase. inhibition, % at 5.6 µM. purified IMP-1, nitrocefin hydrolysis, epi-absorbance fluorescence. actives 0.45% (n = 290,000). AID 1556;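 active = inhibition above the mean plus 3 SD of all compounds in the same screening run, cut at about 4.5% in these data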;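 also: 0% = IMP-1 with DMSO and 100% = DMSO wells lacking enzyme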
#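 System: purified IMP-1; amount: IMP-1 0.2 nM before substrate addition; compound: single dose, 5.6 µM; times: 25 °C, 15 min preincubation, 25 min reaction; signal: Epi-absorbance via hydrolysed-nitrocefin quenching of white-plate fluorescence, 480/530 nm, EDTA stop; benchmarks: DMSO with and without IMP-1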
# FID counter: displaces DNA intercalator in HCV helicase counter-screen; DNA fluorescent intercalator displacement, fluorescence; inhibition, % at 7.9 µM; actives 0.17% (n = 290,000); in the data active = inhibition above about 37%;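 also: 0% = vehicle and 100% = reference compound; higher means more ethidium bromide displaced from hairpin DNA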
# SUMO HTRF inh: SUMOylation inhibition; P63279; HTRF SUMOylation assay, SAE1/SAE2 + UBC9, in vitro; inhibition, % at 35 µM; actives 0.36% (n = 290,000); in the data active = inhibition above about 50%, passing the limit was not always enough; also: strong numbers were not always called active
# Target sequence (P63279 whole entry, looked up): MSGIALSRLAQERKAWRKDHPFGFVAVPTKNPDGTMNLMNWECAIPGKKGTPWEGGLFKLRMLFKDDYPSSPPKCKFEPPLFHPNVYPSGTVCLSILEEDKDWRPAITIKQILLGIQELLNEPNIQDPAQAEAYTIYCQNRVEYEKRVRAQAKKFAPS
# IDE cell inh: inhibitors of human insulin-degrading enzyme in cells. P14735. HEK cells, FAbetaB cleavage, fluorescence polarization. inhibition, % at 5.59 µM. actives 0.41% (n = 320,000);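 active = percent inhibition above the average of all tested compounds plus 3 SD, set per screening campaign, cut at about 16% in these data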;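 also: IDE supplied by intact live HEK cells; FP after avidin binding of uncleaved biotin substrate so inhibition keeps polarization high; 0% = DMSO wells and 100% = 60 µM reference IDE inhibitor Ii1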
# M18AAP inhibitor: PfM18AAP enzyme inhibition | recombinant PfM18AAP, H-Glu-NHMec fluorogenic cleavage | inhibition, % at 7.35 µM | actives 1.2% (n = 290,000) | AID 1822;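 active = inhibition above the campaign mean inhibition over all tested compounds plus 3 SD, cut at about 28% in these data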;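 also: 0% = plate median of test compound wells and 100% = 2 mM ZnCl2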
# NS3 helicase inh: HCV NS3 helicase inhibition; AID 1800; inhibition, % at 10.9 µM; NS3 helicase DNA unwinding, Cy5 molecular beacon fluorescence; actives 0.56% (n = 290,000);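 active = inhibition above the mean of all tested compounds plus 3 SD, set per campaign, cut at about 35% in these data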;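 also: 0% = DMSO wells and 100% = thioflavine S control wells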
#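 System: HCV NS3 helicase fragment; control set: DMSO and thioflavine S; technique: Cy5 fluorescence at 0 and 60 min, beacon hairpin quenching; reagent: beacon DNA duplex substrate plus ATP; replicates: singlicate; schedule: 1 h reaction at 25 °C, ATP-initiated; medium: MOPS buffer pH 6.5 with MgCl2, DTT, Tween20, BSA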
# IDE cell activ: activators of human insulin-degrading enzyme in cells | P14735 | activation, % at 5.96 µM | AID 493087 | HEK cells, FAbeta-B cleavage, fluorescence polarization; 0% vehicle, 100% cell-free pure enzyme wells | actives 0.073% (n = 340,000);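 active = activation above the mean of all tested compounds plus 3 SD, set per screening campaign, cut at about 17% in these data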
# An asterisk follows results filed as active.
SMILES,VIM-2 inhibitor,p-CIP stab down,IMP-1 inh,FID counter,SUMO HTRF inh,IDE cell inh,M18AAP inhibitor,NS3 helicase inh,IDE cell activ
COc1cc2c(=O)n(CC3CCCO3)c(=O)n(CC(=O)Nc3ccccc3)c2cc1OC (stereo unspecified),-0.9,-4,-5.0,-21,-7,0,1,4,-1
Cc1cc(C(=O)N[C@@H](c2ccccc2)[C@]2(C)C[C@H]2[C@@H](C)C(=O)Nc2ccc3ccccc3c2)no1,-1.7,-18,2.0,-23,0,3,0,-28,-2
O=C(CNC(=O)c1ccc(S(=O)(=O)N2CCCC2)cc1)N/N=C/c1c(Cl)cccc1Cl,0.7,-1,-1.2,-19,-6,18*,-4,10,-5
C/C(=N\NC(=O)c1ccncc1)c1cccs1,-3.1,3,-2.9,-3,2,-2,3,1,-1
CCOc1ccc(-c2nc(CN3CCCCC3CCn3cccn3)c(C)o2)cc1 (stereo unspecified),-2.0,-8,-1.8,3,21,4,-14,-9,-1
Cc1ccc(N2C(=O)N(CC(=O)c3cc(C)ccc3C)C(=O)C2C)cc1 (stereo unspecified),-2.1,-2,-1.5,-16,-16,3,4,-11,-1
COc1ccc(CCC(=O)Nc2ccc(Cn3ccnc3)cc2)cc1,-0.3,2,1.3,8,-5,0,4,-3,2
C=CCNC(=O)c1c2c(nc3ccccc13)-c1ccccc1CC2,-3.1,-16,-1.0,-8,1,2,-1,5,3
O=C(O)CCc1ccc(-c2ccc(Cl)cc2)n1Cc1ccco1,-2.0,4,-2.6,-24,16,3,1,36*,-3
COc1ccc(OC)c(NC(=O)Cn2cc(C(=O)c3ccco3)c3ccccc32)c1,1.6,-1,-0.7,-10,-13,-3,-7,-12,3
Cc1ccccc1N=C/C=C1\N(C)c2ccccc2C1(C)C,-1.6,-12,-1.0,-5,2,11,9,4,0
Cn1c(=O)c2sccc2n(CC(=O)NCCC2=CCCCC2)c1=O,-0.8,-6,-0.7,-6,13,-2,-2,0,2
O=C(COc1ccc(S(=O)(=O)Nc2cccc(C(F)(F)F)c2)cc1)N1CCOCC1,0.7,0,-3.1,-24,-6,3,-2,-4,6
Cn1c(C(=O)N2CCC(C(N)=O)CC2)cc2cc(Cl)ccc21,-0.3,3,1.0,-5,9,-3,-12,0,-3
CS(=O)c1ccc(-n2c(=O)n(Cc3ccccc3)c(=O)c3[nH]cnc32)cc1 (stereo unspecified),-1.8,-2,-1.8,-6,16,1,0,6,-2
CN(Cc1ccccc1)C(=O)c1oc(=O)c2ccccc2c1-c1ccccc1,-1.7,-6,-1.4,-29,5,5,-3,0,-2
CN1C(=O)N(C)C2(c3ccccc3)N(C(C)(C)C)C(=O)NC12c1ccccc1 (stereo unspecified),-3.6,0,-3.2,-27,17,2,2,-2,7
CC1CCCC(NC(=O)CN2C(=O)COc3ccccc32)C1C (stereo unspecified),-0.7,-14,0.5,-18,-4,5,10,6,2
O=C1CSC(c2ccccn2)N1c1ccc(F)cc1F (stereo unspecified),-1.3,10,-0.9,-2,-11,-3,-3,0,1
CCOC(=O)CNC(=O)c1sc(NC(=O)c2ccccc2F)nc1C,-3.8,6,-1.7,-2,14,2,-1,-5,-6
c1ccc(CSc2nnc(SCc3ccccn3)s2)nc1,-1.2,-7,-1.8,-9,14,0,3,4,5
CCCNC(=O)c1cc(OC)c(OC)cc1[N+](=O)[O-],-0.5,1,0.0,-2,-11,3,3,0,4
O=S(=O)(NNc1ccc(F)cc1F)c1cccc(Cl)c1,-2.8,0,-2.6,2,-9,3,36*,-4,0
CC1C(=O)C(C)C(c2cccs2)NC1c1cccs1 (stereo unspecified),-2.9,-1,-1.5,-4,-2,-7,3,1,5
O=C(N1CCN(c2ccc(F)cc2)CC1)C1(c2cccs2)CCOCC1,-2.1,4,0.0,-18,-4,1,6,-4,7
NC(=O)C1CCCN(C(=S)NCc2ccc3c(c2)OCO3)C1 (stereo unspecified),-2.6,-2,-3.7,-12,-2,3,4,0,0
Cc1ccc2c(c1)C1NC(=S)NC(C)(O2)C1C(=O)Nc1ccc(Cl)cc1 (stereo unspecified),-2.5,4,-4.8,-4,4,17*,11,-5,-12
CCOC(=O)CNC(=O)c1ccccc1Br,0.1,-4,0.0,2,5,-1,-7,-4,1
CCCCCCn1c(N2CCC(C(N)=O)CC2)nc2c1c(=O)[nH]c(=O)n2C,-3.0,-9,-1.2,-21,10,-2,6,-1,1
COc1cc(/C=N/NC(=O)[C@H](Cc2c[nH]c3ccccc23)NC(=O)OCC(C)C)cc([N+](=O)[O-])c1O,-4.3,-13,-1.5,-24,14,-5,8,50*,9
O=C(COC(=O)CCc1ccc(S(=O)(=O)N2CCCCC2)cc1)Nc1ccc2c(c1)OCO2,1.1,-5,-2.2,-15,-24,-5,-2,-8,3
CCOC(=O)c1ccc(-n2c(C)nc3c(cnn3-c3ccc(Cl)cc3)c2=O)cc1,0.5,-9,-4.0,-2,-9,-6,-5,-4,1
CCC1(C)Cc2ccccc2-c2nc[nH]c(=O)c21 (stereo unspecified),-2.4,13,-4.0,-13,7,6,-2,-3,0
O=CN1CCN(C(=O)CN2C(=O)c3ccccc3C2=O)CC1,1.7,-17,0.4,1,7,-3,13,-3,-2
COc1ccc(C)cc1NC(=O)CC1COc2ccccc2O1 (stereo unspecified),-3.3,3,-2.1,-12,-8,6,-3,2,3
O=C(COc1ccc(-c2ccccc2)cc1)N1CCN(C(=O)c2cccnc2)CC1,-2.6,6,-4.4,-23,-28,5,4,0,-7
Cc1cccc(N(CC(=O)NC2CC2)S(=O)(=O)c2ccc(Cl)cc2)c1,-2.1,-12,-4.9,-38,6,1,2,-3,0
COc1ccc2cc(CN(CCO)C(=O)c3ccccc3F)c(=O)[nH]c2c1,-2.1,-25,-3.6,-17,5,3,-4,3,2
CCOC(=O)c1cccc(NC(=O)CCn2cccc2)c1,2.1,3,2.0,-2,-13,2,4,9,1
CCOC(=O)Cn1nnc(-c2ccc(S(C)(=O)=O)cc2)n1,-3.9,-3,-6.0,7,4,-1,-2,-1,3

# Complete entries, quoted from the list.
# Shown for `COc1ccc2cc(CN(CCO)C(=O)c3ccccc3F)c(=O)[nH]c2c1` = VIM-2 inhibitor: -2.1; p-CIP stab down: -25; IMP-1 inh: -3.6; FID counter: -17; SUMO HTRF inh: 5; IDE cell inh: 3; M18AAP inhibitor: -4; NS3 helicase inh: 3; IDE cell activ: 2
# Shown for `CC1C(=O)C(C)C(c2cccs2)NC1c1cccs1` (stereo unspecified) = VIM-2 inhibitor: -2.9; p-CIP stab down: -1; IMP-1 inh: -1.5; FID counter: -4; SUMO HTRF inh: -2; IDE cell inh: -7; M18AAP inhibitor: 3; NS3 helicase inh: 1; IDE cell activ: 5

# (list continues)
SMILES,VIM-2 inhibitor,p-CIP stab down,IMP-1 inh,FID counter,SUMO HTRF inh,IDE cell inh,M18AAP inhibitor,NS3 helicase inh,IDE cell activ
O=c1oc(-c2ccco2)nc2ccccc12,-3.7,-15,-2.1,-7,2,1,-3,3,-1
Cc1ccccc1N1CC(C(=O)Nc2ccc(S(=O)(=O)N3CCOCC3)cc2)CC1=O (stereo unspecified),-3.5,4,-2.7,-27,-4,4,2,-4,4
Cc1oc(-c2cc(F)ccc2F)nc1CN1CCCN(C(=O)c2ccco2)CC1,-1.7,1,-1.3,-11,1,7,-2,2,1
NC(=O)N/N=C/c1cc(F)cc(F)c1,-2.9,7,-1.2,-2,6,7,-4,3,1
Cc1cc(-c2nnc(SCC(=O)N3C(C)CCCC3C)o2)no1 (stereo unspecified),-1.9,-6,-5.3,-4,31,6,-9,2,-5
[O-][n+]1onc2c1CCc1c-2nc(-c2ccccc2)n1OCc1ccccc1,-2.5,-12,-1.9,-4,12,-1,0,-4,-1
COc1cc(NC(=O)c2cccs2)c(C(=O)OCC(=O)NC(=O)NCc2ccccc2)cc1OC,-4.8,-14,-3.9,-4,-1,-1,-5,5,4
[O-][N+]1=C(c2cccs2)CN(O)C1,0.4,-4,0.1,-4,-8,0,-4,-1,4
Cc1ccnn1CC(=O)N/N=C/c1ccc2c(c1)OCO2,-2.0,-5,-1.3,-2,-9,-3,-1,4,3
CCOc1ncccc1C(=O)Nc1nnc(C)s1,-3.5,-15,-3.7,0,0,-3,1,2,1
O=C(CNC(=O)c1ccco1)NCC(=O)OCC(=O)c1ccc(Cl)c([N+](=O)[O-])c1,-0.3,0,-1.7,0,-2,4,18,3,-4
COc1cccc(CC(NC(C)=O)C(=O)NC2CCN(S(=O)(=O)c3cccc4ccccc34)CC2)c1 (stereo unspecified),0.3,-12,-2.4,-36,25,-1,-11,-15,3
Cc1c(CN2CCC(n3nccc3NC(=O)c3cccc(F)c3)CC2)cnn1C,-0.5,3,-2.4,-1,15,2,3,-7,4
CCOc1ccc(CCNC(=O)COC(=O)c2ccc(C)c([N+](=O)[O-])c2)cc1OCC,-0.8,1,-0.8,-26,14,-6,0,-13,4
CCc1cccc(CC)c1NC(=S)NCCc1c(C)[nH]c2ccc(C)cc12,-3.8,-6,-2.5,-24,0,4,-6,-7,6
CCc1nnc(NC(=O)c2ccc(S(=O)(=O)N3CCCC(C)C3)cc2)o1 (stereo unspecified),-7.3,-6,-3.2,-41,5,-1,-7,14,1
C=CCn1c(CC(=O)Nc2cccc(OC)c2)nnc1SCC(=O)NC1CCCCC1,-2.5,-6,-0.6,-29,-12,3,-3,2,1
O=C(Nc1nncs1)C1(c2ccccc2)CCCC1,0.2,3,-2.2,-3,8,5,27,-2,0
CCOc1cc(NC(=O)c2cccs2)c(OCC)cc1NC(=O)CCC(=O)NCCN1CCOCC1,-3.2,8,-1.6,0,8,3,6,-7,1
O=c1[nH]c2cc3c(cc2cc1C(c1nnnn1Cc1ccccc1)N1CCCCCC1)OCCO3 (stereo unspecified),1.0,-7,0.0,-4,24,0,11,-23,-3
CCN1C(=O)/C(=C\N2CCN(c3cccc(Cl)c3)CC2)SC1=S,-5.3,-16,-2.9,-1,-10,-6,1,3,-3
Cc1ccc(Cl)cc1N1CCN(C(=O)c2cc3c(=O)[nH]c4ccccc4c3n2C)CC1,-1.8,-7,-2.1,-2,-10,6,-9,-4,-10
COc1ccc(-c2cc(C(=O)NCC3CCCO3)c3cc(C)ccc3n2)cc1 (stereo unspecified),-2.1,7,-3.5,-14,47,0,5,1,6
Nc1nc(Cl)cc(Sc2ccc(F)cc2)n1,0.8,0,-1.8,-1,1,2,-8,0,6
O=C(Nc1ccccc1Oc1ccccc1)c1ccc(Br)o1,-5.0,7,-5.0,-15,-35,3,-4,3,1
CCOC(=O)Cn1nnnc1CN(CCc1ccccc1)Cc1cc2cc(CC)ccc2[nH]c1=O,-1.9,1,-0.5,0,-11,3,7,0,7
O=C(Nc1ccccc1)[C@@H]1[C@@H]2C(=O)N(c3ccc(F)cc3)C(=O)[C@@H]2[C@H]2C=CC=NN21,2.7,-11,1.2,-6,12,-1,7,61*,1
Cc1cc(N2C(=O)CC(N3CCN(c4ccc(C(=O)c5cccs5)cc4)CC3)C2=O)no1 (stereo unspecified),13*,-4,-1.9,-36,7,6,-11,3,0
